# Sm TGR block – S. mansoni TGR enzyme inhibition | Q962Y6 | purified TGR, DTNB reduction, TNB absorbance 405 nm | Potency, µM (series often up to 114 µM), for inactives: at the highest dose activity change, negative = inhibition, most hits filed as inhibitors | 360,000 compounds, 3% hits; note: potency is the fitted concentration of half-maximal effect; nearly all actives have a fitted effect of over 60% in size
#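 First, TGR (20 nM dispensed) and NADPH were mixed with compound. Second, a 15 min room-temperature incubation followed. Third, further NADPH and then DTNB were added to start the reaction. Finally, TNB absorbance was monitored kinetically.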
# HCV inh – inhibitors of hepatitis C virus infection. Huh7.5.1 HCVcc-Cre infection, luciferase reporter, 44 h. Potency, µM (doses to about 41.8 µM), without a hit: at the top dose activity change, negative = inhibition, actives largely listed as inhibitors. 340,000 compounds, 3.4% hits. AID 651820; note: potency is the fitted concentration of half-maximal effect
#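 Seed cells (1,000/well) for 4 h; treat with compound and infect with HCVcc-Cre, moi about 0.5. Incubate 44 h, then detect luciferase activity.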
# HCMV antiviral – human cytomegalovirus inhibition. HFF cells, HCMV-luciferase reporter, 72 h; active compounds read low. activity change, negative = inhibition, % at 57.5 µM. 410,000 compounds, 4.5% hits; in the data active = activity change below about -60%; inconclusive = no clear call, values can overlap the other calls; inactive = above about -39%
#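 Inhibition of viral replication was scored as loss of reporter luminescence in HFFs infected with HCMV-luciferase (MOI 1 PFU/cell) for 72 h; compounds tested at 2 doses, normalized to buffer and Salinomycin controls.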
# Giardia FBPA inh – Giardia lamblia aldolase inhibition; A8B2U2; purified Giardia FBPA; Potency, µM (series often up to 59.6 µM), for the others: at the highest dose activity, negative = inhibition, hits mostly inhibitors; 290,000 compounds, 0.71% hits; AID 2451; note: potency is the fitted concentration of half-maximal effect; nearly all actives have a fitted effect of over 55% in size
# Target sequence (A8B2U2 whole entry, looked up): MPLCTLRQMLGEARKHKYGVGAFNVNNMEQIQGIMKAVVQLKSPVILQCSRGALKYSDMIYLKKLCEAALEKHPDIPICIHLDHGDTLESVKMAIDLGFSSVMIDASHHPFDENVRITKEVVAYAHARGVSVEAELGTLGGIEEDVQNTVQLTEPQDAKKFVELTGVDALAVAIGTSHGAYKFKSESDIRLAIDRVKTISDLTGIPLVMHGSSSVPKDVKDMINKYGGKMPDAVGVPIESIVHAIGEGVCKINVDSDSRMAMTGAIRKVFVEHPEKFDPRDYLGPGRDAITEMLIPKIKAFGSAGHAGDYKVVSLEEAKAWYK
#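 Giardia FBPA (40 nM reagent) was preincubated 10 min at RT with compound (up to 57.5 uM final), then substrate plus GAPDH/TPI/NAD/arsenate coupling system with diaphorase/resazurin was added; resorufin fluorescence (525/598 nm) was read after 20 min.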
# AmpC inh no detg – AmpC beta-lactamase inhibition without detergent; 330,000 compounds, 0.52% hits; AID 485341; Potency, µM (titrated, usually from 57.1 µM), without a hit: at the highest dose activity change, negative = inhibition, usual class: inhibitors; AmpC nitrocefin hydrolysis, absorbance 480 nm, 0.0001% Triton; P00811;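 note: potency is the fitted concentration of half-maximal effect; plate controls were no compound for no effect and no enzyme for full effect; nearly all actives have a fitted effect of over 20% in size; some results filed as inactive show a strong effect at the top dose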
# Target sequence (P00811 whole entry, looked up): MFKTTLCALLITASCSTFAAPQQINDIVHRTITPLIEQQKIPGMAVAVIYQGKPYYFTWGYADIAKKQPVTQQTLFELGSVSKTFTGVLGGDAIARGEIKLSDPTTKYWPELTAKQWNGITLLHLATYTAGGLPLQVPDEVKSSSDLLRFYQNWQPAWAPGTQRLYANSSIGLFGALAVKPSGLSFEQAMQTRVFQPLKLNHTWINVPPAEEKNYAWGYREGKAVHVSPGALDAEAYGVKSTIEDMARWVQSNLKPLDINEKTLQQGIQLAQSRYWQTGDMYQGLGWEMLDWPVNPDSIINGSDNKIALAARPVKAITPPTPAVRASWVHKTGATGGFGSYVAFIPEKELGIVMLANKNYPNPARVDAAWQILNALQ
#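 AmpC (5.3 nM in the dispensed reagent) in 20 mM phosphate pH 7.0 with 0.01% (detergent screen) or 0.0001% Triton X-100 was preincubated with compounds for 15 min at room temperature. Nitrocefin was then added from an 800 uM solution, and hydrolysis was followed at 480 nm.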
# AmpC inh detg – inhibitors of E. coli AmpC beta-lactamase with detergent | P00811 | AmpC hydrolysis of nitrocefin, absorbance 480 nm, 0.01% Triton | Potency, µM (series often up to 114 µM), for inactives: at the top dose activity change, negative = inhibition, usual class: inhibitors | 370,000 compounds, 0.041% hits | AID 485294;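 note: potency is the fitted concentration of half-maximal effect; 0% = no-compound wells and -100% = no-enzyme wells; nearly all actives have a fitted effect of over 25% in size; some results filed as inactive show a strong effect at the top dose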
#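 20 mM phosphate pH 7.0 + 0.01% (detergent screen) or 0.0001% Triton X-100; 5.3 nM AmpC reagent; cpd preinc 15 min RT; nitrocefin (800 uM stock) to start; A480 q20 s × 4 min; Activity was normalised to no-enzyme and no-compound control wells.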
# * marks the source's active call; other numbers are inactive results; ? = inconclusive; / = no result given; [ ] = another dose, or the depositor's remark. Unless noted, calls come from the whole dose curve; as a rule, active = well fitted curve in the direction sought with a large enough effect; inconclusive = small, poorly fitted or top-dose-only effect, or another doubt; inactive = no such curve, though single readings can be large; an effect the other way counts as inactive or inconclusive. Unless noted, % is set by controls: 0 for no effect and ±100 for the full control effect. This is a random part of the collection; overall some 9.9% were active at least once.
no.	Structure	Giardia FBPA inh	HCMV antiviral	AmpC inh no detg	HCV inh	Sm TGR block	AmpC inh detg
1	Cc1cc2n(n1)CCCN2C(=O)Nc1ccc(F)c(Cl)c1	/	14	/	/	8%	1%
2	COc1ccc(C(C(=O)NC(C)(C)C)N(Cc2cccs2)C(=O)CCC(=O)Nc2cc(C)on2)cc1 (stereo unspecified)	0%	-4	44%	?	-4%	1%
3	COCCN1C(=O)/C(=C2/C(=O)N(CC(=O)Nc3ccccc3Cl)c3ccccc32)SC1=S	-3%	11	-2%	/	-7%	?
4	CCOC(=O)[C@H](CCc1ccccc1)N[C@@H](C)C(=O)N1C(C(=O)O)C[C@@H]2CCC[C@@H]21 (stereo partly specified)	/	?	-13%	1%	-18%	-3%
5	CCCCc1nc2cc(C(=O)N3CCNC(=O)C3)ccc2o1	6%	0	-1%	15%	7%	-13%
6	CCOC(=O)NC(CC(=O)O)c1ccc(OC)cc1 (stereo unspecified)	6%	40	-16%	5%	-3%	?
7	COc1cc(NS(=O)(=O)c2ccc(NC(=S)NC(=O)COc3ccccc3OC)cc2)nc(OC)n1	11%	31	-33%	?	?	-1%
8	OCCc1c[nH]c2ccccc12	-14%	66	-8%	-21%	-18%	-12%
9	CN(C)CCCn1c2c(c(SCC(=O)Nc3cccc4ccccc34)nc1=O)CCCC2	/	-13	39%	?	1%	-19%
10	Cc1cccc(C(=O)NC2(C(F)(F)F)N=C(c3ccccc3)N(Cc3ccccc3)C2=O)c1 (stereo unspecified)	/	-36	/	/	-2%	-2%
11	Cc1cc(F)ccc1S(=O)(=O)Nc1ccc2c(c1)CCCN2C(=O)c1cccs1	/	?	/	/	2%	3%
12	O=C1C2C3CC(C(Br)C3Br)C2C(=O)N1c1ccccn1 (stereo unspecified)	-4%	-1	-6%	?	7%	-3%
13	COc1ccc(-c2nc3ccc(C(=O)N4CCC5(CC4)OCCO5)cc3nc2-c2ccc(OC)cc2)cc1	/	0	167%[activator]	-9%	-1%	-11%
14	O=C(NCCOC(=O)c1ccc([N+](=O)[O-])cc1)c1cccnc1	-1%	?	-19%	-3%	10%	5%
15	CCN(C1CCS(=O)(=O)C1)S(=O)(=O)c1ccc(Cl)s1 (stereo unspecified)	/	-8	4%	25%	-7%	-7%
16	COc1ccc(C2=NN(C(=O)CN3CCOCC3)C(c3nc4ccccc4[nH]3)C2)cc1 (stereo unspecified)	0%	17	1%	5%	5%	5%
17	C=CCNC(=S)Nc1sc2c(c1C(=O)OCC)CC(C(C)C)OC2 (stereo unspecified)	-2%	-29	-10%	/	6%	9%
18	O=C(CCn1c(=O)sc2ccccc21)NC1CCCCC1	/	29	1%	21%	-26%	3%
19	Cc1cccc(NN=C2c3ccccc3-c3ccccc32)c1	-9%	35	-32%	?	-6%	4%
20	CCOc1ccc(CCNC(=O)C2CCCN(S(=O)(=O)c3c(C)n[nH]c3C)C2)cc1OCC (stereo unspecified)	-4%	45	103%[activator]	?	-1%	1%
21	CCOc1ccc(CCNC(=O)COC(=O)c2cccc(S(=O)(=O)N3CCCCC3)c2)cc1OCC	/	-24	73%[activator]	-3%[8.37 µM]	0%	?
22	Cn1c(=O)c2c(SCC(=O)NCC3CCCO3)nc(-c3ccccc3F)nc2n(C)c1=O (stereo unspecified)	/	-4	/	/	4%	20%
23	Cc1cc(C(=O)N/N=C\c2cc(C(C)(C)C)ccc2O)n[nH]1	/	/	-22%	?	2%	-1%
24	Cc1ccc(-c2nnn(CC(=O)N(Cc3cccs3)C(C(=O)NC3CCCC3)c3ccncc3)n2)cc1 (stereo unspecified)	-15%	?	73%[activator]	?	-33%	-4%
25	CCCNC(=O)C1CCC(Cn2c(=O)c3sccc3n(CC(=O)N3CCCC(C)C3)c2=O)CC1 (stereo unspecified)	/	?	/	/	7%	-4%

# Compounds from the list above with an aryl thioether with sulfur outside any ring:
no.	Structure	Giardia FBPA inh	HCMV antiviral	AmpC inh no detg	HCV inh	Sm TGR block	AmpC inh detg
9	CN(C)CCCn1c2c(c(SCC(=O)Nc3cccc4ccccc34)nc1=O)CCCC2	/	-13	39%	?	1%	-19%
22	Cn1c(=O)c2c(SCC(=O)NCC3CCCO3)nc(-c3ccccc3F)nc2n(C)c1=O (stereo unspecified)	/	-4	/	/	4%	20%

# Among those listed so far, these contain a tert-butyl group:
no.	Structure	Giardia FBPA inh	HCMV antiviral	AmpC inh no detg	HCV inh	Sm TGR block	AmpC inh detg
2	COc1ccc(C(C(=O)NC(C)(C)C)N(Cc2cccs2)C(=O)CCC(=O)Nc2cc(C)on2)cc1 (stereo unspecified)	0%	-4	44%	?	-4%	1%
23	Cc1cc(C(=O)N/N=C\c2cc(C(C)(C)C)ccc2O)n[nH]1	/	/	-22%	?	2%	-1%

# New compounds follow.
no.	Structure	Giardia FBPA inh	HCMV antiviral	AmpC inh no detg	HCV inh	Sm TGR block	AmpC inh detg
26	CC(C)(O)C#Cc1ccc(CN2CCC(n3nccc3NC(=O)C3CC3)CC2)cc1	/	-22	-7%	5%	0%	-14%
27	CC(C)CCN1C(=O)c2ccc(C(=O)Nc3ccc(Br)cc3C(=O)O)cc2C1=O	-9%	-2	-35%	13%	-7%	-1%
28	O=C(c1cccc2ccccc12)N1CCN(c2ccccc2F)CC1	5%	70	11%	-10%	0%	-9%
29	CCOc1ccccc1N(CC(=O)NCCSc1ccccc1)S(C)(=O)=O	4%	2	72%[activator]	-15%	/	-2%
30	CCS(=O)(=O)N1CCC(C(=O)Oc2ccccc2OC)CC1	13%	19	-11%	14%	-1%	-8%
31	CCc1cc(=O)oc2cc(OCC(=O)NCCCn3ccnc3)ccc12	-25%	20	-6%	7%	13%	?
32	CC(=O)N1c2ccc(S(=O)(=O)N3CCC(C(=O)Nc4cc(C)cc(C)c4)CC3)cc2CC1C (stereo unspecified)	/	-61*	-7%	3%	13%	1%
33	Cc1ccccc1-c1nn2c(-c3ccccc3)nnc2s1	8%	-19	14%	?	-6%	?
34	S=C(NCc1cccs1)Nc1cccc2ccccc12	-3%	-8	-13%[2.29 µM]	-17%	-11%	?
35	Cc1ccc(NC(=O)c2cc(N3C(=O)C4CCCCC4C3=O)ccc2N2CCOCC2)cc1 (stereo unspecified)	1%	9	31%	-25%	-1%	2%
36	CC(=O)Nc1ccc(NC(=O)CSc2nccn2Cc2ccco2)cc1	/	22	-20%	-27%	0%	-11%
37	O=C(O)c1ccccc1-c1nc2ccccc2n1-c1ccccc1	-2%	-13	-14%	14%	0%	?
38	CCC(=O)N1CCc2cc(S(=O)(=O)NC(C(=O)NCc3ccc(C)cc3)C(C)C)ccc21 (stereo unspecified)	1%	30	-1%	14%	11%	-8%
39	Cc1ccc(CNC(=O)c2cc3c(s2)CN(Cc2ccccc2)C3)cc1	-1%	-34	-22%	11%	-2%	3%
40	CC(C)(C)OC(=O)C[C@H]1C/C=C\C[C@@H](CC(=O)NCCO)C(=O)N[C@H](Cc2ccccc2)COC1=O	/	-61*	146%[activator]	8%	/	/
41	Cc1ccc(C(=O)OC2CCOC2=O)cc1NC(=O)c1ccco1 (stereo unspecified)	-2%	-7	/	0%	-3%	-1%
42	Cc1cccc(OCCOC(=O)C2CCN(S(=O)(=O)c3ccc(C)c(C)c3)CC2)c1	7%	/	-1%	20%	-24%	5%
43	Cc1cc(=O)oc2cc(OCC(=O)Nc3nnc(C4CC4)s3)ccc12	5%	-3	-17%	-9%	-10%	-6%
44	CC(C)CC(c1nnnn1C1CCCCC1)N1CCN(C(=O)c2ccco2)CC1 (stereo unspecified)	/	55	74%[activator]	2%	-11%	1%
45	CCN(CC)C(=O)CSc1nc2ccccc2c(=O)n1CCC(=O)NCc1ccc(F)cc1	-8%	-14	-6%	?	6%	4%
46	CCN(CC)S(=O)(=O)c1ccc(N2CCCCC2)c(NC(=O)c2ccncc2)c1	0%	-9	74%[activator]	-30%	-8%	-18%
47	COc1ccc(OC)c2nc(-c3ccc4c(c3)OCO4)ccc12	-1%	135	29%	4.5µM*	11%	-3%
48	COc1ccc(NC(=O)O/N=C/c2ccncc2)cc1	12%	-6	-5%	14%	-32%	-11%
49	Cc1ccc(S(=O)(=O)N/N=C/c2cn(C)nc2C)cc1	-4%	-19	-27%	3%	-1%	-8%
50	CCN(CC)CCN(C(=O)c1ccc([N+](=O)[O-])cc1)c1nc2ccc(OC)cc2s1	-11%	0	-6%	0%	14%	4%
51	CC(C)c1csc(CN2CCN(Cc3ccccc3)C(CCO)C2)n1 (stereo unspecified)	-1%	-1	61%[activator]	-14%	-25%	1%
52	COc1ccc(S(=O)(=O)NCc2cccn2Cc2cc(C)ccc2C)cc1OC	/	-1	/	/	-16%	-9%
53	NS(=O)(=O)c1ccc(NC(=S)NC2CCCC2)cc1	?	19	-32%	13%	-32%	1%
54	Cn1c(=O)c2nc(SCC(=O)Nc3ccc(OC(F)(F)F)cc3)n(C)c2n(C)c1=O	/	-22	/	/	8%	2%
55	COc1cc2c(cc1O)[C@H](Cc1ccc(Oc3cc(C[C@@H]4NCCc5cc(OC)c(O)cc54)ccc3O)cc1)NCC2	?	/	-2%	-27%[8.37 µM]	?	-6%
56	COc1cccc(NS(=O)(=O)c2ccc(S(=O)(=O)N3CCCC3)cc2)c1	/	-25	-12%	?	1%	2%
57	COc1ccc(C2=NC(c3ccncc3)=Nc3ccc(Br)cc3N2)cc1	/	?	/	/	-3%	-7%
58	CCOc1ccc2c(c1)sc1nc(=O)n(-c3ccc(Cl)c(Cl)c3)c(=O)n12	/	-16	/	/	5%	10%
59	CCOC(=O)Cn1nc(-c2ccc(Cl)cc2)ccc1=O	3%	52	6%	?	-5%	-11%
60	O=C(CCN1C(=O)c2ccc([N+](=O)[O-])cc2C1=O)Nc1cccc(O)c1	-1%	?	-10%	43%[activator]	-12%	?
61	O=C(O)C1CCCCC1C(=O)OCCCCOC(=O)C1CCCCC1C(=O)O (stereo unspecified)	13%	-8	-28%	5%	-30%	?
62	O=C(Cn1nnc(-c2ccccc2)n1)N/N=C/c1ccco1	2%	-16	-13%	13µM*	-5%	-18%

# Random excerpt: 7 compounds from above
no.	Structure	Giardia FBPA inh	HCMV antiviral	AmpC inh no detg	HCV inh	Sm TGR block	AmpC inh detg
61	O=C(O)C1CCCCC1C(=O)OCCCCOC(=O)C1CCCCC1C(=O)O (stereo unspecified)	13%	-8	-28%	5%	-30%	?
59	CCOC(=O)Cn1nc(-c2ccc(Cl)cc2)ccc1=O	3%	52	6%	?	-5%	-11%
60	O=C(CCN1C(=O)c2ccc([N+](=O)[O-])cc2C1=O)Nc1cccc(O)c1	-1%	?	-10%	43%[activator]	-12%	?
62	O=C(Cn1nnc(-c2ccccc2)n1)N/N=C/c1ccco1	2%	-16	-13%	13µM*	-5%	-18%
58	CCOc1ccc2c(c1)sc1nc(=O)n(-c3ccc(Cl)c(Cl)c3)c(=O)n12	/	-16	/	/	5%	10%
51	CC(C)c1csc(CN2CCN(Cc3ccccc3)C(CCO)C2)n1 (stereo unspecified)	-1%	-1	61%[activator]	-14%	-25%	1%
52	COc1ccc(S(=O)(=O)NCc2cccn2Cc2cc(C)ccc2C)cc1OC	/	-1	/	/	-16%	-9%
